D1 agonist: agonists of human D1 dopamine receptor | activation, % at 2 µM | HEK293 T-REx D1 cells, calcium flux, agonist mode | actives 1% (n = 360,000) | P21728; in the data active = activation above about 30%; also: 0% is about no effect
Target sequence (P21728 whole entry, looked up): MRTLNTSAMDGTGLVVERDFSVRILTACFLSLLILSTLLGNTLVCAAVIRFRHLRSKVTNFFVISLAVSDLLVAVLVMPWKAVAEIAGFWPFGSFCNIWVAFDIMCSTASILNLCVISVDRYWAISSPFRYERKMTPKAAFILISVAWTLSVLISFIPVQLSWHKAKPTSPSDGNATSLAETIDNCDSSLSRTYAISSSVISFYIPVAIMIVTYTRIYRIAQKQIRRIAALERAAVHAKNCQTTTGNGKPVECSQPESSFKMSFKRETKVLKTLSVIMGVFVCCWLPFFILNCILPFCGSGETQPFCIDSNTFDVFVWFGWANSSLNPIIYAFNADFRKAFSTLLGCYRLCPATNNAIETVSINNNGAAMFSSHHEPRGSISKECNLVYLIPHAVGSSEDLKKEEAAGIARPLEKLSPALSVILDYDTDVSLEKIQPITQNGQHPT
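Agonism was scored from calcium flux recorded over 180 s (1 read/s) after pintool compound addition, following a 10-cycle baseline. Cells were inducible force-coupled HEK293 TREx D1, plated overnight at 30 C and loaded with no-wash calcium dye.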
Vif-APOBEC3G blk: blocks the Vif interaction with human APOBEC3G; Potency, µM (series often up to 46.1 µM), for the others: top-dose activity, negative = active, actives largely listed as inhibitors; HeLa A3G-eYFP + Vif (tagged APOBEC3G with the HIV-1 protein that degrades it), YFP fluorescence, overnight; Q9HC16; actives 0.076% (n = 410,000);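 also: potency is read from the fitted curve at half-maximal effect; % is scaled to controls: 0 for no effect and ±100 for the full control effect; nearly all actives have a fitted effect of over 60% in size; hits raise eYFP signal because A3G escapes Vif-driven loss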
Target sequence (Q9HC16 whole entry, looked up): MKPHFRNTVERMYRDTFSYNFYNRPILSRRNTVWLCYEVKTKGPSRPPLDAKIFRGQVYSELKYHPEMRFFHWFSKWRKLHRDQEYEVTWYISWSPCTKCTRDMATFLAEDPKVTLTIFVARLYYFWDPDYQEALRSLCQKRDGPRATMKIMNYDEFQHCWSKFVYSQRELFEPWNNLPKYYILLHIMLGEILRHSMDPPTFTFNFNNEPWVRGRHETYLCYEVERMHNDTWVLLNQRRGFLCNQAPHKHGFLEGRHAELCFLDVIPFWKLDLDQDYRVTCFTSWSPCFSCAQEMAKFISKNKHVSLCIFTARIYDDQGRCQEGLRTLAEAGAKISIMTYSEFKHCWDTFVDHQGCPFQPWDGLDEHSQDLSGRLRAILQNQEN
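Read-out is eYFP fluorescence (Ex 488/Em 500-530) from Vif-expressing HeLa A3G-eYFP cells; more signal means A3G escaped Vif-mediated degradation. Cells plated overnight, compound pinned in, incubated overnight at 37 deg C.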
D1 potentiator: human D1 dopamine receptor positive modulation; potentiation, % at 10 µM; HEK293 TREx D1 cells, calcium flux, dopamine EC20 potentiation; actives 0.036% (n = 360,000); AID 504651; in the data active = potentiation above about 30%; also: 0% is about no effect
D1 antagonist: blocks dopamine activation of the human D1 receptor; HEK293 TREx D1 cells, calcium flux, dopamine EC80; hits give low values; activity change, negative = inhibition, % at 10 µM; actives 3.2% (n = 360,000); AID 504652; in the data active = activity change below about -30%; also: % is scaled to controls: 0 for no effect and ±100 for the full control effect
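Compound effects on dopamine-evoked calcium signalling were measured in tetracycline-induced HEK293 Trex D1 cells. Dopamine at EC80 followed a 180 s compound pre-read, and fluorescence was tracked kinetically for 180 s more.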
RXFP1 agonist: RXFP1 (human) receptor agonism. Q9HBX9. HEK293T-RXFP1 cAMP TR-FRET, 30 min; response scale: percent of porcine relaxin response, buffer zero. Potency, µM (top dose mostly 57.5 µM), inactives show at the highest dose activation, most hits filed as activators. actives 0.3% (n = 370,000). AID 2676; also: potency is read from the fitted curve at half-maximal effect; % is scaled to controls: 0 for no effect and ±100 for the full control effect; nearly all actives have a fitted effect of over 60% in size; many of its hits are not listed in these tables
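HEK293 cells stably expressing RXFP1, treated 30 min at 37C with compounds plus PDE4 inhibitor Ro 20174; cAMP measured by HTRF TR-FRET. Normalized to buffer and 29 nM porcine relaxin; EC50 by Hill fit.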
Vif-APOBEC3F blk: Vif-A3F binding inhibition. actives 0.2% (n = 390,000). Potency, µM (highest dose often 46.1 µM), for inactives: at the highest dose activity, negative = active. AID 602313. HeLa A3F-eYFP + Vif (tagged APOBEC3F with the HIV-1 protein that degrades it), YFP fluorescence increase; also: potency is read from the fitted curve at half-maximal effect; % of control where 0% means no effect; nearly all actives have a fitted effect of over 65% in size
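HeLa cells stably expressing A3F-eYFP plus Vif, plated and incubated overnight at 37 deg C, then exposed to compounds overnight at 37 deg C. Blocked degradation read as raised yellow fluorescence (Ex 488/Em 500-530).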
RXFP1 antagonist: antagonists of human relaxin receptor RXFP1 | HEK293-RXFP1, relaxin-stimulated cAMP HTRF, 30 min; hits give low values | actives 0.59% (n = 350,000) | Q9HBX9 | activity change, negative = inhibition, % at 57.5 µM | AID 1259400;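 active = activity change of -60% or lower, but not beyond a set lower limit; inconclusive = change between -60% and -40%, or beyond the set limit; inactive = change above -40%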; also: % is scaled to controls: 0 for no effect and ±100 for the full control effect
D2 PAM: positive allosteric modulators of human D2 dopamine receptor. HEK293 T-REx D2, calcium flux, EC20 dopamine potentiation. potentiation, % at 10 µM. P14416. actives 0.34% (n = 340,000);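 active = potentiation over 3 SD above the plate norm, cut at about 30% in these data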; also: 0% is about no effect
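Potentiation of an EC20 dopamine calcium response is measured in a force-coupled, tetracycline-inducible Hek293 Trex D2 line. Compound-only kinetic reads over 180 s flag agonists before dopamine addition.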
GRP78 ERSR act: induces the endoplasmic reticulum stress response in human glioma cells; U87-MG GRP78 promoter luciferase reporter, 16 h; Potency, µM, for the others: top-dose activation, hits mostly activators; actives 0.02% (n = 420,000); also: potency is read from the fitted curve at half-maximal effect; series mostly up to about 76 µM; % of control where 0% means no effect; nearly all actives have a fitted effect of over 35% in size
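Stably transfected U87-MG human glioma cells carrying a GRP78-based luminescent sensor were seeded at 1000 cells/well, pin-dosed with compounds and incubated 16 h. Luciferase reagent was then added, and end-point luminescence was read after 10 min at room temperature.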
The depositor's hits bear a star; ? = inconclusive; . = not tested or not shown. Unless noted, calls follow the shape of the dose curve; as a rule, active = well fitted curve in the direction sought with a large enough effect; inconclusive = small, poorly fitted or top-dose-only effect, or another doubt; inactive = no such curve, though single readings can be large; an effect the other way counts as inactive or inconclusive. Some of the compounds tested; the hit share may differ from the screen's.

SMILES | D1 agonist | Vif-APOBEC3G blk | D1 potentiator | D1 antagonist | RXFP1 agonist | Vif-APOBEC3F blk | RXFP1 antagonist | D2 PAM | GRP78 ERSR act
CCCCSc1nc(N)c(NC(=O)c2ccco2)c(=O)[nH]1 | 0 | 1% | -14 | -10 | 1.6% | 1% | -6 | 0 | -1%
COc1ccc(Cc2nnc(NC(=O)C(C)C)s2)cc1 | -1 | 0% | 0 | -9 | 3.0% | -5% | -1 | -5 | -4%
Cc1ccc2nc(NC(=O)CCCc3nc4ccccc4s3)sc2c1 | 0 | -7% | -5 | 4 | 0.0% | . | -20 | -6 | -7%
CCOC(=O)c1cc2c(=O)n3ccccc3nc2n(CC(C)C)c1=NC(=O)c1cc2ccccc2o1 | -2 | 0% | 2 | -13 | 1.2% | -4% | . | -4 | -3%
OC(COc1ccc(OCC(O)CN2CCCCCC2)cc1)CN1CCCCCC1 (configuration not stated) | -1 | -1% | 2 | 14 | 0.0% | 0% | -10 | -9 | -2%
CN1CCCN(S(=O)(=O)c2cccc(C#N)c2)CC1 | 5 | -3% | -8 | -3 | 1.1% | 2% | 12 | 5 | -3%
CCN1CCN(c2nc3ccccc3nc2C(C#N)S(=O)(=O)c2ccc(C)c(C)c2)CC1 (configuration not stated) | 2 | 2% | 2 | 1 | -0.5% | -2% | 10 | 6 | -1%
Cc1c(NC(=O)C(C)OC(=O)c2sc3ccccc3c2Cl)c(=O)n(-c2ccccc2)n1C (configuration not stated) | 0 | -7% | 0 | -9 | 16% | -6% | 6 | 10 | -3%
CSc1nc(C)c(Cl)c(C)c1C#N | 1 | -5% | -4 | -3 | 4.1% | 0% | -5 | 2 | -5%
COc1cc2oc(-c3ccc(O)cc3)cc(=O)c2c(O)c1OC | 1 | -1% | -7 | 0 | 0.7% | -10% | 23 | -9 | 0%
Cc1ccc(C)c(NS(=O)(=O)c2cc(C(=O)NCc3ccccn3)ccc2Cl)c1 | 0 | 2% | 12 | -14 | -0.5% | -1% | -1 | 0 | -1%
Cc1cccc(OCC(O)CN2CC3(C)CC2CC(C)(C)C3)c1 (configuration not stated) | 1 | 1% | 2 | 9 | 1.3% | -8% | -1 | -1 | -6%
CCOC(=O)C1CCCN(C(=O)c2ccc3[nH]c4c(c3c2)CC(C)CC4)C1 (configuration not stated) | 1 | 0% | . | 4 | 0.5% | -29% | 2 | 8 | 2%
Cc1ccccc1NC(=O)Cc1nc(COC(=O)c2cccc([N+](=O)[O-])c2)cs1 | 11 | 0% | -1 | -22 | 5.5% | 5% | -15 | 1 | -3%
CCOC(=O)c1c(Nc2ccc(C)cc2)nnc(-c2ccccc2)c1-c1ccccc1 | -1 | 4% | 0 | 11 | 0.9% | 4% | . | -14 | -4%
O=C(NCC1OCCc2ccccc21)c1cc(COc2ccc(F)cc2Cl)on1 (configuration not stated) | 7 | 1% | 3 | -10 | 0.8% | -2% | 9 | -10 | -2%
Clc1ccc(C=NNc2ccccn2)c(Cl)c1 | . | 1% | . | . | . | 3% | -6 | . | -3%
O=C(Nc1cc(S(=O)(=O)N2CCOCC2)ccc1N1CCOCC1)c1cc2c(s1)CCC2 | 0 | 2% | 0 | -12 | 9.5% | -3% | 18 | -2 | -1%
Cc1ccc(C(=O)N2CCN(c3ccc(NC(=O)c4ccc(Br)o4)cc3)CC2)cc1 | -3 | 6% | -1 | -1 | -0.7% | 4% | -7 | 10 | -7%
Cc1ccc(N(CCC#N)C(=O)COC(=O)c2cc(C)no2)cc1 | 5 | -1% | -2 | 12 | -0.4% | 8% | -3 | 7 | -3%
Cc1ccc(NC(=O)c2ccccc2OCC(=O)Nc2cccc(Cl)c2C)nc1 | 0 | . | -1 | . | 0.3% | . | . | 5 | .
Cc1ccccc1NC(=O)Cn1cnc2c(oc3nc4c(cc32)CCCC4)c1=O | 0 | -6% | -10 | -9 | 26% | ? | -5 | -6 | -1%
O=[N+]([O-])c1cccc(NC(=S)N2CCN(c3ccccn3)CC2)c1 | 1 | 5% | -12 | -19 | 0.0% | 1% | -2 | -5 | 0%
Cc1ccc(C2CC(C(F)F)n3ncc(C(=O)Nc4cnn(Cc5ccccc5C)c4)c3N2)cc1 (configuration not stated) | 2 | -10% | 6 | -8 | 3.9% | -7% | -11 | 13 | -4%
NC(c1ccccc1)c1ccncc1 (configuration not stated) | 0 | -4% | -9 | 19 | 1.3% | -20% | 1 | -5 | -3%
COc1cc2nc(SCC(=O)Nc3cccc(C)c3)n3nc(-c4ccccc4)nc3c2cc1OC | 0 | 0% | 7 | -5 | 3.0% | -20% | . | 8 | -3%
CCN(CC)S(=O)(=O)c1ccc(N2C(=O)CC2(/C=C/c2ccccc2)C(=O)NC2CCCC2)cc1 (configuration not stated) | 2 | -6% | -4 | 9 | 0.5% | -3% | -4 | -6 | 0%
Cc1c(C(=O)N(C)C)sc2c1c(=O)n(-c1ccc(Cl)c(Cl)c1)c(=O)n2CC(=O)Nc1ccc(Br)cc1F | 2 | -6% | -1 | 9 | 3.2% | . | . | . | -5%
O=C(CCCSCCCC(=O)NN=Cc1ccccc1)NN=Cc1ccccc1 | . | 0% | . | . | . | -2% | -17 | . | 3%
CCOC(=O)CSc1nc2c(c(=O)n1-c1ccc(OCC)cc1)SCC2 | -1 | 2% | -3 | 6 | 1.3% | -4% | -12 | -4 | -1%
CCC(Sc1ccccc1C(=O)O)C(=O)O (configuration not stated) | 2 | 3% | -8 | 3 | 0.8% | -1% | 9 | 4 | -5%
COc1ccc(N2CC(C)(C)[C@H](CC(=O)Nc3ccccc3)C2=O)cc1 | . | 1% | . | . | . | 6% | 0 | . | -2%
COc1cccc(-c2nc(CS(=O)CC(=O)NCc3ccc(F)cc3)c(C)o2)c1 (configuration not stated) | 2 | -2% | 2 | 7 | 0.8% | -5% | 10 | 8 | -2%
CCOC(=O)c1cnc2c(C(F)(F)F)cccc2c1NCCCN1CCOCC1 | 7 | -1% | 1 | 12 | -1.1% | -1% | -1 | 5 | ?
COC(=O)CN1C(=O)S/C(=C/c2cc(C)n(C)c2C)C1=O | 3 | -1% | 3 | 12 | 1.9% | -1% | 10 | -3 | 3%
COc1ccc(C2CC(c3cccs3)=NN2C(=O)COC(=O)c2cc3ccccc3cc2O)cc1OC (configuration not stated) | 8 | 1% | -3 | -10 | 0.6% | -1% | -1 | 2 | -3%
Cc1cc(Cl)ccc1OCC(=O)n1cc(C(=O)c2cc(Cl)ccc2O)cn1 | 0 | . | -2 | 5 | -0.4% | . | . | 3 | .
Cc1ccc2ncc(C(=O)NC(C)c3ccccc3)c(=O)n2c1 (configuration not stated) | 0 | -3% | -2 | -34* | 9.6% | -5% | -14 | 5 | -3%
N#Cc1cc(-c2ccccc2)nc(Oc2ccc(Cl)cc2)n1 | 10 | -4% | -3 | 12 | 5.4% | -17% | 0 | 6 | 3%
COc1ccccc1C(=O)N/N=C(\C)CC(=O)Nc1ccc2c(c1)OCCO2 | 0 | -13% | 8 | 3 | -1.3% | -5% | -21 | -4 | -1%
Cc1ccc(C(=O)c2cnc3cc4c(cc3c2S(=O)(=O)c2ccccc2)OCCO4)cc1 | 10 | -8% | -1 | 7 | 1.0% | -8% | ? | 0 | -2%
O=C(CCC(=O)Nc1cccc([N+](=O)[O-])c1)N/N=C/c1cccs1 | -1 | -12% | 1 | 21 | -2.7% | 1% | 1 | 1 | 1%
COc1ccc(NC(=O)CN(C)C(=O)c2sc3cc(Cl)ccc3c2Cl)cc1 | 0 | 0% | 1 | -1 | 0.0% | 4% | -14 | -7 | -4%
CCn1c(SCc2cccc(OC)c2)nc2ccccc2c1=O | 19 | -9% | -7 | 14 | 1.1% | ? | -4 | 6 | -5%
CCN1C(=O)[C@H]2[C@@H](c3ccc(Cl)cc3)N3C(=O)CN(CCOC)C(=O)[C@@]3(Cc3ccccc3)[C@H]2C1=O | 1 | -8% | 2 | -1 | 2.3% | -7% | . | 8 | -2%
COC(=O)c1ccccc1NC(=O)CN(c1ccccc1)S(=O)(=O)N(C)C | . | 1% | . | . | . | -3% | 13 | . | -5%
Cc1cccc(C)c1NC1=C(Cl)C(=O)OC1OC(C)C (configuration not stated) | 5 | -2% | -2 | 1 | -4.7% | 8% | 18 | -7 | -4%
CCOc1ccc(Br)cc1S(=O)(=O)Nc1ccc(C(=O)OCC(=O)N(C)c2ccccc2)cc1 | 9 | 3% | 4 | 12 | 1.0% | 5% | -3 | 6 | -6%
CCCN(CCC)C(=O)Cn1c(=O)n(-c2ccc(Cl)cc2)c(=O)c2c3c(sc21)CCCCC3 | 2 | 0% | 1 | 10 | 5.0% | -6% | . | 8 | -2%
O=C(CCc1nc2ccccc2c(=O)[nH]1)Nc1cccc(S(=O)(=O)N2CCCCC2)c1 | 2 | -2% | -6 | -8 | 1.7% | 5% | -3 | 5 | -2%
O=c1oc2ccccc2cc1-c1cn2cccnc2n1 | 1 | 0% | -2 | -2 | 8.0% | -12% | -7 | -1 | -2%
Cn1c(SCC(=O)C(C)(C)C)nnc1-c1cccnc1 | 1 | -6% | -1 | 3 | -0.1% | -2% | 2 | 6 | -1%
CCOc1ccc(CCNC(=O)c2nnn(CC(=O)Nc3ccc(C)cc3)c2N)cc1OCC | 1 | 1% | 0 | 2 | 0.5% | 0% | 12 | -11 | -5%
COc1cccc(CN(C)C(c2ccccc2)c2ccccc2)c1OC | 9 | 0% | 28 | 20 | 0.3% | -2% | ? | 19 | -5%
CC(C)C(NS(=O)(=O)c1ccccc1)C(=O)OCc1cc([N+](=O)[O-])cc2c1OCOC2 (configuration not stated) | 4 | 1% | -5 | 6 | 1.3% | 3% | 2 | 10 | 0%

Not a retest: two of the compounds above.
SMILES | D1 agonist | Vif-APOBEC3G blk | D1 potentiator | D1 antagonist | RXFP1 agonist | Vif-APOBEC3F blk | RXFP1 antagonist | D2 PAM | GRP78 ERSR act
COC(=O)c1ccccc1NC(=O)CN(c1ccccc1)S(=O)(=O)N(C)C | . | 1% | . | . | . | -3% | 13 | . | -5%
Cc1cccc(C)c1NC1=C(Cl)C(=O)OC1OC(C)C (configuration not stated) | 5 | -2% | -2 | 1 | -4.7% | 8% | 18 | -7 | -4%

Compound activity from PubChem.
